Source: PubChem BioAssay
CFTR F508del cor – F508del CFTR correction, initial screen, CFBE line, single point. AID 720511, 2013. activity (quench increase), % at 7.58 µM. hit rate 0.36% among 350,000. CFBE cells, YFP halide quenching; stimulated with forskolin plus potentiator P3; % fluorescence drop versus neutral controls;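 active = mean added fluorescence quench of at least 8% versus neutral control, with both replicates also reaching 8%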;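 note: cells transiently co-express mutant CFTR-F508del with the halide-sensitive YFP; corrector assay measuring rescue of mutant channel to the surface after 24 h compound exposure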
PglD inh – C. jejuni PglD acetyltransferase inhibitors, primary screen, biochemical, DTNB colorimetric, single point; inhibition, % at 12.5 µM; AID 602405, 2012; hit rate 0.098% among 360,000; purified PglD enzyme, DTNB colorimetric CoA detection; in the data active = inhibition above about 16%, passing the limit was not always enough; note: strong numbers were not always called active
PGC1a acetyl inh – inhibitors of PGC1a acetylation signal, primary screen, cell-based, U2OS, AlphaScreen, inhibitor mode | AID 651687, 2012 | hit rate 0.17% among 350,000 | AlphaScreen anti-acetyl-lysine; with virally co-expressed GCN5 acetyltransferase | inhibition, % at 15.6 µM;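 active = every replicate shows inhibition of at least 40%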;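 note: 0% = neutral control wells and 100% = positive control wells; some results beyond the cut were filed as inactive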
GSIS activator – GLuc luminescence reporter in INS-1E cells, primary screen for activators of glucose-dependent secretion of insulin. activation, % at 16.6 µM. INS-1E GLuc reporter insulin secretion, 2-3 h. hit rate 0.61% among 370,000;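 active = lowest replicate activation of at least 40%, so every replicate reaches that level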;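 note: 0% = median of neutral control wells and 100% = median of IBMX positive control wells; some compounds called inactive have numbers as strong as hits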
miR-122 sensor – miR-122 Renilla sensor signal increase in Huh7, primary screen, miR-122 inhibitor project, cell-based, single point, plate reader; Huh7 miR-122 Renilla luciferase sensor, 48 h; neutral wells = 0, positive control = 100; activation (reporter increase), % at 12.5 µM; hit rate 0.3% among 340,000; AID 602342, 2012;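 active = mean replicate activation score at least 90 and every replicate individually at or above 90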;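 note: higher luciferase means less miR-122 activity so hits act as miR-122 inhibitors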
FN deposit inh – inhibitors of fibronectin matrix deposition, primary screen, AH1F cells, Alexa488-fibronectin fluorescence, plate reader | AH1F fibroblasts, overnight | inhibition, % at 12.6 µM | hit rate 0.086% among 350,000 | AID 743247, 2014;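 active = mean inhibition across replicates of 30% or more, regardless of how many single replicates reach that level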;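 note: positive control wells lacked labelled fibronectin entirely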
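Material: AH1F fibroblast monolayer depositing Alexa488-labelled fibronectin into matrix / Amount: 10000 AH1F cells per well / Signal: fluorescence 485/525 nm / Medium: DMEM, 2% serum / Compound: single dose, pinned / Incubation: 1 h cell adhesion before compound, then overnight fibronectin incubation / Reagent: Alexa488-FN, 24 nM final / Read-out: inhibition of fibronectin deposition signal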
C2C12 statin – suppressors of statin myotoxicity in C2C12 myotubes, primary screen, cell-based, single point, plate reader. C2C12 myotubes + simvastatin, ATP luminescence, 48 h; scaled: DMSO 0, geranylgeraniol control 100. rescue of ATP level, % at 7.49 µM. hit rate 0.78% among 330,000. AID 602340, 2012;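 active = mean ATP rescue above about 67%, or every replicate alone reaching that limit, limit read from the data, passing the limit was not always enough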;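 note: myotubes were challenged with 10 µM simvastatin during compound exposure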
Cneo AK release – Cryptococcus neoformans cell lysis inducers, primary screen, AK release luminescence, single concentration; C. neoformans lysis, adenylate kinase release luminescence, 4 h; normalised: neutral wells 0, clomiphene wells 100; lysis activity, % at 15 µM; hit rate 0.2% among 360,000; AID 651654, 2012;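 active = mean lysis activity across replicates of at least 80%, whatever share of replicates individually reach that level; inactive = mean lysis activity below 80%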
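Material: C. neoformans cells; Schedule: 4 h static compound exposure, 37 °C, read 1 h post-reagent; Measured by: adenylate kinase release luminescence; Read-out: signal increase indicating cell lysis; Controls: Clomiphene as positive lysis control.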
Numbers without * were called inactive; x = no result given; & = joins results of further samples; [ ] = another dose, or the depositor's remark.

SMILES | CFTR F508del cor | PglD inh | PGC1a acetyl inh | GSIS activator | miR-122 sensor | FN deposit inh | C2C12 statin | Cneo AK release
COc1ccc(Br)cc1CNC(=O)CCC(=O)N1CCSc2ccccc21 | -1.3 | -5 | 0 | -22 | 0 | 15 | 5 | 0
CCOC(=O)Nc1cc(N)ncn1 | 1.9 | -5 | -3 | 8 | -1 | 6 | 3 | 1
Cc1cc(C)[n+](-c2ccc(F)cc2)c2[nH]c(=O)[nH]c(=O)c12 | -0.5 | 1 | x | 6 | x | -6 | x | -2
O=C(Nc1cccc(NC(=O)c2cccs2)c1)c1ccc([N+](=O)[O-])o1 | -7.7 | 8 | -94 | -14 | 79 | 7 | 55 | -10
COc1cccc(C(=O)Nc2ccc3c(c2)OCO3)c1OC | -0.1 | 1 | 10 | 30 | 2 | -8 | x | -1
COc1ccccc1NS(=O)(=O)c1cccc(C(=O)NNC(=O)C(NC(N)=O)C(C)C)c1 (stereo not drawn) | 0.3 | x | 0 | 7 | -2 | -5 | 9 | x
Cc1c(NC(=O)CSc2nnnn2Cc2ccccc2)c(=O)n(-c2ccccc2)n1C | x | 2 | 8 | x | 0 | x | -11 | 0
Nc1nc(SCc2c(F)cccc2Cl)[nH]c(=O)c1-c1ccccc1 | x | -2 | 3 | x | -1 | 8 | -19 | 1
COc1ccc(CCN(Cc2cc3cc(C)ccc3[nH]c2=O)C(=O)N2CCCC2)cc1OC | x | 2 | -9 | -5 | -2 | 1 | -5 | 2
COc1cccc(NC2=C(C#N)C(=O)NC(c3cccc(OC)c3O)S2)c1 (stereo not drawn) | 0.1 | 0 | -8 | -4 | 0 | -3 | -3 | 1

Three entries picked at random from the list so far, as already listed:
SMILES | CFTR F508del cor | PglD inh | PGC1a acetyl inh | GSIS activator | miR-122 sensor | FN deposit inh | C2C12 statin | Cneo AK release
CCOC(=O)Nc1cc(N)ncn1 | 1.9 | -5 | -3 | 8 | -1 | 6 | 3 | 1
COc1ccccc1NS(=O)(=O)c1cccc(C(=O)NNC(=O)C(NC(N)=O)C(C)C)c1 (stereo not drawn) | 0.3 | x | 0 | 7 | -2 | -5 | 9 | x
O=C(Nc1cccc(NC(=O)c2cccs2)c1)c1ccc([N+](=O)[O-])o1 | -7.7 | 8 | -94 | -14 | 79 | 7 | 55 | -10

Next section
SMILES | CFTR F508del cor | PglD inh | PGC1a acetyl inh | GSIS activator | miR-122 sensor | FN deposit inh | C2C12 statin | Cneo AK release
O=[N+]([O-])c1cc2c(cc1Br)-c1ccccc1C2 | 1.4 | 1 | x | -43 | 7 | x | 2 | 0
N#C[C@H]1N[C@H](CO)[C@H]1c1ccc(C#CC2CCCCC2)cc1 | -4.4 | -1 | -1 | 13 | x | 4 | 7 | -4
CCn1c(SCC(=O)NC2CCCC2)nc2c1c(=O)n(C)c(=O)n2C | 0.3 | 6 | x | 10 | x | 6 | 3 | -2
COc1ccc(S(=O)(=O)Nc2cccc3c2O[C@@H](CN(C)Cc2ccncc2)[C@H](C)CN([C@H](C)CO)C3=O)cc1 | -2.8 | 1 | -1 | 13 | 4[16.7 µM] | x | 2 | -5
CCN(CC(=O)NC1CCS(=O)(=O)C1)S(=O)(=O)c1ccc(C)cc1C (stereo not drawn) | x | -2 | 11 | 15 | -9 | -4 | 4 | -1
CCN(CC)Cc1c(O)c(Cl)cc2c(C)cc(=O)oc12 | 2.7 | x | -18 | 3 | -3 | 7 | x | x
COc1ccc(C(=O)n2nc(C)cc2C)cc1Br | x | 6 | 10 | x | -6 | -19 | -1 | -1
COc1ccc(N(C(=O)c2ccco2)C(C(=O)NC2CCCC2)c2ccc(OC)c(OC)c2)cc1 (stereo not drawn) | 0.9 | 3 | -9 | -1 | 1 | 2 | 9 | 1
Cc1ccc(S(=O)(=O)N(CCC#N)CCN2CCCC2)cc1 | x | 1 | 0 | x | -6 | x | 4 | 3
O=C(c1ccccn1)N1C[C@@H]2[C@H](c3ccccc31)[C@@H](CO)N2C(=O)Nc1ccccc1F | -0.9 | -1 | 7 | -7 | -29[16.7 µM] | -2 | 7 | 5

Full records, looked up by structure.
Results for COc1ccc(N(C(=O)c2ccco2)C(C(=O)NC2CCCC2)c2ccc(OC)c(OC)c2)cc1 (stereo not drawn) = CFTR F508del cor = 0.9; PglD inh = 3; PGC1a acetyl inh = -9; GSIS activator = -1; miR-122 sensor = 1; FN deposit inh = 2; C2C12 statin = 9; Cneo AK release = 1
Results for Cc1ccc(S(=O)(=O)N(CCC#N)CCN2CCCC2)cc1 = CFTR F508del cor = x; PglD inh = 1; PGC1a acetyl inh = 0; GSIS activator = x; miR-122 sensor = -6; FN deposit inh = x; C2C12 statin = 4; Cneo AK release = 3

Going on with the list:
SMILES | CFTR F508del cor | PglD inh | PGC1a acetyl inh | GSIS activator | miR-122 sensor | FN deposit inh | C2C12 statin | Cneo AK release
CCCC(=O)Nc1ccc2c(c1)C(=O)N(C)C[C@@H](OC)[C@@H](C)CN(C(=O)c1cnccn1)[C@H](C)CO2 | -0.6 | 0 | 20 | 17 | 1[16.7 µM] | 2 | -9 | -1
CC(C)c1cccc(NC(=O)C[C@H]2CC[C@H]3[C@@H](COc4ccc(NC(=O)c5cnccn5)cc4C(=O)N3C)O2)c1 | -3.0 | 2 | 1 | -10 | 0[16.7 µM] | 2 | 41 | -2
Cc1cc(=O)oc(C)c1C(=O)N[C@@H]1CCCCNC1=O | x | 2 | -2 | x | 5 | x | 14 | -2
Cc1ccc(S(=O)(=O)CCSc2cccc(C(=O)O)c2)cc1 | -0.6 | -1 | -9 | -8 | -2 | 4 | -2 | 0
CC(=O)Nc1ccc(S(=O)(=O)Nc2ncccn2)cc1 | x | -1 | 9 | 0 | x | x | 1 | 0
C[C@H](CO)N1C[C@H](C)[C@@H](CN(C)C(=O)NC2CCCC2)Oc2ncc(Br)cc2C1=O | -1.7 | -1 | -4 | 7 | -22[16.7 µM] | 0 | x | -5
CCC(=O)N1CC2(CCN(C(=O)Nc3ccccc3F)CC2)c2c([nH]c3cc(OC)ccc23)[C@H]1CO | 0.4 | x | 6 | 3 | x | -8 | x | x
O=C(c1ccco1)c1cc2c(ccc3ccccc32)oc1=O | x | 4 | x | x | -8 | 1 | 0 | -1
Cc1ccc(S(=O)(=O)N[C@H](C(=O)N2CCC3(O)CCCCC3C2)c2ccccc2)cc1 (stereo partly drawn) | x | -8 | -2 | -8 | 1 | x | -20 | 3
CC(C)NC(=O)C1CC(=O)N(c2ccc(F)c(Cl)c2)C1 (stereo not drawn) | x | -5 | 0 | x | -5 | x | 7 | -1
COc1ccccc1C#Cc1ccc([C@H]2[C@H](CO)N3CCCCN(C(=O)C4CCC4)C[C@@H]23)cc1 | -2.9 | 1 | -4 | -12 | 1[16.7 µM] | 19 | 17 | 2
Cc1cc(=O)oc(C)c1C(=O)OCC(=O)c1ccc(Cl)c(Cl)c1 | x | 4 | -6 | 26 | 1 | -2 | -9 | -3
Cc1ccc(CN(C)C(=O)C2CCN(C(=O)Nc3ccccc3)CC2)o1 | 3.8 | 0 | x | -13 | x | -1 | -4 | 0
Cc1nc(Nc2ccc3c(c2)OCO3)c2oc3ccccc3c2n1 | x | 7 | 7 | x | 3 | 6 | -46 | -4
COc1ccc(NC(=O)Nc2ccc3c(c2)C(=O)N([C@@H](C)CO)C[C@@H](C)[C@H](CN(C)S(=O)(=O)c2cn(C)cn2)OCCCC[C@H](C)O3)cc1 | 0.7 | -2 | 0 | -3 | 4[16.7 µM] | x | x | 0
CC(C)CCn1c(CN(C)Cc2ccccc2)nc2c1c(=O)n(C)c(=O)n2C | x | 4 | -3 | x | 1 | 6 | 10 | 0
COc1cccc(C(=O)Nc2ccc3c(c2)C(=O)N(C)[C@@H]2CC[C@H](CC(=O)NCCCN4CCOCC4)O[C@H]2CO3)c1 | x | -1 | x | 3 | x | -5 | 3 | 0
C=C1C(=O)[C@]23C[C@H]1CCC2[C@@]1(C)C(C[C@@H]3O)[C@](C)(C(=O)OC)CC[C@@H]1O (stereo partly drawn) | -22 | 5 | 92* | 87* | -27 | -1 | 29 | -2
CCCCNc1c(-c2ccc(OC)c(SC(C)CC)c2)nc2ccc(C)cn12 (stereo not drawn) | 2.8&2.6 | -2 | x | -38 | x | -9&-10 | -105 | 13
N#Cc1sc(=O)[nH]c1Cl | 0.4 | -1 | x | -2 | x | -4 | -1 | -3
O=C(NCCc1ccc(Cl)cc1)c1cccc(NC2=NC3CS(=O)(=O)CC3S2)c1 (stereo not drawn) | -0.5 | -6 | x | 24 | x | -6 | 10 | -2
CCOP(=O)(OCC)C(C)(C)NC(=O)c1cc([N+](=O)[O-])cc([N+](=O)[O-])c1 | x | -1 | x | x | -10 | -35 | x | 2
C[C@H](CO)N1C[C@H](C)[C@H](CN(C)S(=O)(=O)c2ccc(F)cc2)Oc2ccc(NC(=O)CCCCCC(=O)Nc3ccccc3N)cc2CC1=O | 0.1 | -2 | 2 | -1 | -5[16.7 µM] | x | -17 | 0
Cc1ccccc1S(=O)(=O)N1C[C@H](O)COC[C@H]2O[C@@H](CC(=O)NCCc3ccccc3)CC[C@@H]21 | -0.4 | -2 | -4 | -2 | -2[16.7 µM] | -5 | -11 | 0
Cc1nc2ccccc2c2c1CC(C)S2 (stereo not drawn) | 0.1 | -10 | 10 | 9 | -7 | 0 | -8 | 2
C[C@@H]1CN([C@@H](C)CO)C(=O)CCCn2cc(nn2)CO[C@@H]1CN(C)C(=O)C1CC1 | 0.9 | x | 3 | 1 | 1[16.7 µM] | -11 | -4 | x
COc1cccc(C#Cc2cnc3c(c2)C(=O)N([C@@H](C)CO)C[C@H](C)[C@@H](CN(C)C)O3)c1 | -1.8 | 8 | -18 | 6 | -3[16.7 µM] | 5 | 41 | 4
CC1CN(C(=O)c2ccc(Br)c(S(=O)(=O)N3CCOCC3)c2)CC(C)O1 (stereo not drawn) | -1.6 | -4 | -6 | 12 | x | 0 | 14 | 1
CNCc1ccccc1Sc1ccc(OC)c(OC)c1 | x | -3 | 8 | 7 | 4 | x | -1 | -1
COc1ccc(C(CNC(=O)C(CCSC)NC(=O)c2ccccc2OC)N2CCCCC2)cc1 (stereo not drawn) | -3.3 | 1 | 2 | -5 | -10 | 4 | 4 | 3
COc1cccc(CN2C[C@@H](C)[C@H](OC)CN(C)C(=O)c3cc(NS(=O)(=O)c4cn(C)cn4)ccc3OC[C@H]2C)c1 | 0.7 | 1 | 8 | 4 | x | 2 | 12 | 0
COc1ccc(Cc2nnc(Nc3ccc(C)cc3C)[nH]c2=O)cc1 | x | 0 | -16 | x | -2 | -8 | x | -2
Cc1ccn2nc(C(=O)OCC(=O)N(CC(C)C)C3CCS(=O)(=O)C3)nc2n1 (stereo not drawn) | -1.7 | 2 | -6 | 0 | x | 0 | -1 | -1
Cc1noc(C)c1NC(=O)N(C)C[C@@H]1Oc2ncc(Br)cc2C(=O)N([C@@H](C)CO)C[C@@H]1C | 1.5&2.8 | 1&1 | 5&-4 | 5&27 | 3 | 7&-6 | -3&-5 | 2&6
CC(Oc1cccc(Cl)c1)C(=O)Nc1cc(S(=O)(=O)N2CCOCC2)ccc1N1CCCCC1 (stereo not drawn) | 2.6 | x | -4 | -10 | 6 | 1 | x | x

Hits appear at their usual frequency; overall some 2.1% were active at least once.
